Mot1-301 SUMO = yeast Mot1-301 growth rescue at high temperature, primary screen, SUMOylation pathway inhibitor project, S. cerevisiae, ATP luminescence, 38.5C | S. cerevisiae Mot1-301 growth rescue; percent above DMSO median, 100 means doubled | growth rescue, % at 18.8 µM | actives 1% (n = 320,000);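 active = every valid replicate shows activation above 250% relative to neutral control wells; inactive = the rest, any valid replicate at or below 250%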;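 also: OY570 slx delta 5 strain wells were the positive control but not used for scaling; some compounds called inactive have numbers as strong as hits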
PfHsp90 set2 = growth inhibition of PfHsp90-expressing yeast, primary screen, antimalarial PfHsp90 inhibitor project, S. cerevisiae, BacTiter-Glo luminescence, single point, set 2. BacTiter-Glo ATP, 48 h; yeast lacking PDR1 and PDR3 efflux regulators. inhibition, % at 9.4 µM. actives 0.32% (n = 310,000). AID 504621, 2011;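 active = every replicate shows inhibition above about 80%, whatever the replicate mean, limit read from the data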;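 also: 0% = DMSO neutral controls and 100% = 20 µM radicicol positive controls; yeast relying on Plasmodium falciparum Hsp90 in place of its own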
PvdQ inh = P. aeruginosa PvdQ acylase inhibitors, primary screen, biochemical, fluorescence, plate reader and imaging, single point. PvdQ acylase [Pseudomonas aeruginosa LESB58]. inhibition, % at 10 µM. purified PvdQ acylase. actives 0.063% (n = 340,000). AID 488965, 2010; in the data active = inhibition above about 30%, passing the limit was not always enough;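 also: 0% = vehicle neutral wells and 100% = reference inhibitor wells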
cardiac RTF act = cardiac RTF calcium sensitivity activators, primary screen, biochemical, IANBD-TnC fluorescence, EC20 calcium; Troponin I, cardiac muscle (Homo sapiens) + Troponin T, cardiac muscle (Homo sapiens) + …; IANBD-labeled TnC RTF fluorescence at EC20 calcium; 0% EC20 calcium, 100% full calcium; activation, % at 7.2 µM; actives 0.24% (n = 340,000); AID 493008, 2010;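 active = activation above the mean over all tested compounds plus 3 SD, cut at about 30% in these data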;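 also: rise in fluorescence read as greater calcium sensitivity of cardiac thin filaments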
NSD2 inh = NSD2 histone methyltransferase inhibitors, primary screen, biochemical, AlphaScreen, single concentration, set 2; inhibition, % at 12.5 µM; AID 743445, 2014; NSD2 peptide methylation, 120 min; Histone-lysine N-methyltransferase NSD2 (Homo sapiens), O96028; actives 0.54% (n = 310,000); in the data active = inhibition above about 50%
dFosB activator = activators of delta FosB homodimer, primary screen, biochemical, fluorescence polarization, TAMRA-CDK5 oligo, single point | activation, % at 25 µM | actives 0.99% (n = 340,000) | purified delta FosB; percent of positive-control signal above neutral wells | Protein FosB (Mus musculus), P13346;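 active = mean activation above about 17%, with every replicate also reaching it, limit read from the data, passing the limit was not always enough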;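 also: fluorescence polarization rise as delta FosB binds a TAMRA Cdk5 AP-1 oligo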
Target sequence (P13346 whole entry, looked up): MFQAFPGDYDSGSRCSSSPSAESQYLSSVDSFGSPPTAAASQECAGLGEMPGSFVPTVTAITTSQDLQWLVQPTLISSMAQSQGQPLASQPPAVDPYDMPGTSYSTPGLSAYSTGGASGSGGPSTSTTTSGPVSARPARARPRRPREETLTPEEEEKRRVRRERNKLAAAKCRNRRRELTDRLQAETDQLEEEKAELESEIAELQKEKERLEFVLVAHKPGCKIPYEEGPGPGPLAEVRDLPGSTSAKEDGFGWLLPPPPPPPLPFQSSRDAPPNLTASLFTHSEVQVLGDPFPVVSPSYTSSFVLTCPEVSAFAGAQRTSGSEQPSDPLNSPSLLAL
CDK5 p35 inh = inhibitors of human CDK5/p35 kinase, primary screen, biochemical, single concentration; Cyclin-dependent kinase 5 (Homo sapiens) + Cyclin-dependent kinase 5 activator 1 (Homo …; AID 488839, 2010; Recombinant CDK5/p35, ADP-Glo luminescence, 60 min; inhibition, % at 10 µM; actives 0.01% (n = 330,000);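 active = highest replicate inhibition of at least 50% and at least 75% of replicates reaching 50%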;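 also: plate controls were DMSO neutral control for no effect and GW8510 at 10 µM for full effect; many of its hits are not listed in these tables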
Target sequence (Q00535 whole entry, looked up): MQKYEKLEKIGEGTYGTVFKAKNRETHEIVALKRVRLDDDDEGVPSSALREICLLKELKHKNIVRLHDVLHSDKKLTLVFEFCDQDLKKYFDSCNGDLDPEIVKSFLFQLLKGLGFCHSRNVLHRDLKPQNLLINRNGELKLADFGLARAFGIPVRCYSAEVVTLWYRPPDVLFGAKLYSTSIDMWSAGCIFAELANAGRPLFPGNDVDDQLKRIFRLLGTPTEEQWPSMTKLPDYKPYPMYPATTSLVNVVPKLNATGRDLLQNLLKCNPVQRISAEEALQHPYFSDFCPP
Target sequence (Q15078 whole entry, looked up): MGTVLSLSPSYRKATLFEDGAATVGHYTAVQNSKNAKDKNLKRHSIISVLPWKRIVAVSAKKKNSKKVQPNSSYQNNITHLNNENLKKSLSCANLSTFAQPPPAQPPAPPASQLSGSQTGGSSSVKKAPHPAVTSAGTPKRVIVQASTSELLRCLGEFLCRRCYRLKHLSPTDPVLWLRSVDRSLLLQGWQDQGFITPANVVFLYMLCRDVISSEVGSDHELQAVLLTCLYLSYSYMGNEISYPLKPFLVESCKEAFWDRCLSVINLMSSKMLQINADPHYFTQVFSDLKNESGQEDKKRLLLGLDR
C-LANA FP = inhibitors of KSHV C-LANA binding to DNA, primary screen, biochemical, fluorescence polarization, FAM-LBS DNA, MBP-C-LANA, single point; actives 0.078% (n = 340,000); inhibition, % at 9 µM;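 active = highest replicate inhibition at or above 60% at 9 µM, even if other replicates fall short; inactive = all replicates below 60% inhibition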;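 also: 0% = neutral control wells and 100% = 4 µM acridine orange control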
RTF Ca sens inh = cardiac RTF calcium sensitivity inhibitors, primary screen, biochemical, IANBD-TnC fluorescence, EC70 calcium; Troponin I, cardiac muscle (Homo sapiens) + Troponin T, cardiac muscle (Homo sapiens) + …; IANBD-labeled cardiac RTF, Ca2+ fluorescence; actives 0.12% (n = 340,000); inhibition, % at 7.15 µM; AID 493244, 2011;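 active = inhibition above the mean inhibition of all tested compounds plus 3 SD, cut at about 17% in these data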;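 also: assay run at fixed EC70 calcium of 1.6 mM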
Keap1-Nrf2 PPI = Keap1-Nrf2 protein-protein interaction inhibitors, primary screen, biochemical, fluorescence polarization, single point; Kelch-like ECH-associated protein 1 (Homo sapiens), Q14145; Keap1 Kelch-Nrf2 peptide fluorescence polarization, 1536-well; inhibition, % at 9.4 µM; actives 0.15% (n = 340,000); AID 504523, 2011; in the data active = inhibition above about 12%;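 also: human Keap1 Kelch domain with fluorescein labeled Nrf2 9mer peptide probe; 0% = neutral control wells and 100% = peptide positive control; higher means more block of Keap1 binding to Nrf2 peptide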
Rtt109 HAT inh = inhibitors of C. albicans Rtt109/Vps75 HAT, primary screen, biochemical, ThioGlo CoA-SH fluorescence, plate reader; Histone acetyltransferase RTT109 (Candida albicans (strain SC5314 / ATCC MYA-2876)), …; purified Rtt109/Vps75, 4 h; inhibition, % at 34.9 µM; actives 0.16% (n = 330,000);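 active = inhibition of at least 50% in every replicate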
* = called active by the depositor; . = no result given; & = joins results of further samples.

Preview, two compounds:
#	SMILES	NSD2 inh	CDK5 p35 inh	PfHsp90 set2	Rtt109 HAT inh	dFosB activator	Keap1-Nrf2 PPI	Mot1-301 SUMO	PvdQ inh	cardiac RTF act	C-LANA FP	RTF Ca sens inh
1	CC(CN1CCCCC1)c1ccccc1 (stereo not given)	1	-0.7	-9	4	-9	-5	8	-11	9	1.2	-1
2	O=C(Nc1ccccc1)N1CCSc2cc(Cl)ccc21	0	1.6	12	-1	2	-4	.	-16	1	2.2	-7

Main list, from the first entry:
#	SMILES	NSD2 inh	CDK5 p35 inh	PfHsp90 set2	Rtt109 HAT inh	dFosB activator	Keap1-Nrf2 PPI	Mot1-301 SUMO	PvdQ inh	cardiac RTF act	C-LANA FP	RTF Ca sens inh
1	CC(CN1CCCCC1)c1ccccc1 (stereo not given)	1	-0.7	-9	4	-9	-5	8	-11	9	1.2	-1
2	O=C(Nc1ccccc1)N1CCSc2cc(Cl)ccc21	0	1.6	12	-1	2	-4	.	-16	1	2.2	-7
3	O=C(NC(=O)c1ccccc1)Nc1ccc(Cl)cn1	-2	0.0	2	0	-1	-1	219	-7	-1	0.4	-10
4	COC(=O)c1ccc(C)c(NC(=S)NCc2ccc(Cl)cc2)c1	-2	.	-5	6	-4	-1	10	-8	8	-0.5	-10
5	CCCCN(C)C(=O)c1cccc(OC2CCN(CC(C)(C)C)CC2)c1	0	-0.9	-29	-1	-11	-1	60	-6	0	1.3	-9
6	CCCCn1c(N)c(N(Cc2ccccc2OC)C(=O)CCSC)c(=O)[nH]c1=O	-2	-2.0	-9	-8	11	-2	-1	-18	1	-0.7	-7
7	Cn1ccnc1C(O)(c1nnc(-c2ccccc2)o1)C(F)(F)F (stereo not given)	-4	0.9	-3	-2	2	-2	-6	-4	11	2.6	5
8	Cc1cc(C)n2nc(C(=O)Nc3cccc(S(=O)(=O)N4CCOCC4)c3)nc2n1	-2	0.6	15	3	-5	-1	.	-9	3	-0.4	2

Overlap with the part before: 2 entries, then new ones.
#	SMILES	NSD2 inh	CDK5 p35 inh	PfHsp90 set2	Rtt109 HAT inh	dFosB activator	Keap1-Nrf2 PPI	Mot1-301 SUMO	PvdQ inh	cardiac RTF act	C-LANA FP	RTF Ca sens inh
7	Cn1ccnc1C(O)(c1nnc(-c2ccccc2)o1)C(F)(F)F (stereo not given)	-4	0.9	-3	-2	2	-2	-6	-4	11	2.6	5
8	Cc1cc(C)n2nc(C(=O)Nc3cccc(S(=O)(=O)N4CCOCC4)c3)nc2n1	-2	0.6	15	3	-5	-1	.	-9	3	-0.4	2
9	CCCc1cc(=O)[nH]c(SCCOc2ccc(Cl)cc2)n1	-3	-0.9	-28	10	-1	-6	49	-10	3	-1.4	-7
10	COc1cccc(-n2nnnc2SCC(=O)NCCc2ccc(OC)c(OC)c2)c1	0	1.1	7	-8	-1	-1	4	-1	-5	0.6	-8
11	CCOc1ccc(CCNC(=O)c2cccc3c2C(=O)N(CCOC)C3)cc1OCC	0	0.5	2	0	-10	-7	-5	-3	-1	2.4	0
12	C/C(=C\C(=S)Nc1ccccc1)Nc1cccc2ccccc12	2	0.7	-23	7	-1	-6	5	-7	4	-2.8	-11
13	CC(=O)c1cccc(N=Cc2c(O)c3ccccc3oc2=O)c1	2	0.9	-19	0	-5	-5	-5	-20	-4	0.8	-11
14	OCCC1CN(Cc2nc3c(s2)CCCC3)CCN1CCc1ccccc1 (stereo not given)	2	-0.7	-3	.	4	2	4	-8	-5	0.2	5
15	CCOc1ccc(-c2nc(S(=O)(=O)c3ccccc3)c(NCc3cccnc3)o2)cc1	2	0.3	-33	6	-13	3	-18	-5	-5	-0.8	-6
16	COc1ccc(C(=O)Nc2ccc(Cl)cc2C(=O)NCc2ccco2)cc1	3	-0.7	-14	3	2	-8	.	-7	-1	0.1	-1

Some entries already given, reduced to C-LANA FP, cardiac RTF act and Mot1-301 SUMO:
entry | Compound | C-LANA FP | cardiac RTF act | Mot1-301 SUMO
14 | OCCC1CN(Cc2nc3c(s2)CCCC3)CCN1CCc1ccccc1 (stereo not given) | 0.2 | -5 | 4
15 | CCOc1ccc(-c2nc(S(=O)(=O)c3ccccc3)c(NCc3cccnc3)o2)cc1 | -0.8 | -5 | -18

(next part)
#	SMILES	NSD2 inh	CDK5 p35 inh	PfHsp90 set2	Rtt109 HAT inh	dFosB activator	Keap1-Nrf2 PPI	Mot1-301 SUMO	PvdQ inh	cardiac RTF act	C-LANA FP	RTF Ca sens inh
17	CC1CC1C(=O)OCC(=O)Nc1cccc(Br)c1 (stereo not given)	-4	-1.8	.	-3	0	4	.	-2	-8	0.9	3
18	CC(C)(C)NC(=O)C1CC(=O)OC12CCOC(C)(C)C2 (stereo not given)	2	-2.3	2	14	-1	-8	1	-16	3	-0.4	-2
19	CC(C)C[C@H]1COCCS(=O)(=O)N1Cc1cccc(F)c1	.	-0.9	.	9	7	-8	28	-12	3	-1.2	0
20	Cc1cccc(C)c1NC(=O)CN(C)C(=O)c1cccc(-n2cccc2)c1	-1	0.3	-4	-3	-13	-3	.	-11	-9	1.4	-12
21	Cc1ccc(C(NC(N)=O)c2ccccc2C)cc1 (stereo not given)	.	-1.7	-10	.	-5	-3	-7	8	4	0.0	3
22	CCOC(=O)C1=C(C)Nc2nc(SCC(=O)OC)nn2C1c1cc(F)cc(F)c1 (stereo not given)	0&21	1.7&-1.4	30&-7	-3&-1	-19&-10	-1&-2	9	-12&2	4&1	3.3&0.4	-12&-4
23	COC(=O)c1ccc(Sc2ccccc2NS(=O)(=O)c2ccc(NC(C)=O)cc2)nc1	-2	-2.2	.	-5	-4	3	8	-6	-1	1.3	-13
24	C(=C\c1nc(-c2cccnc2)no1)/c1ccccc1	.	-0.7	19	1	-8	-3	1	5	0	-1.4	-11
25	Cc1cc(C)c(C)c(S(=O)(=O)N2CCC(C(=O)OCC(=O)NC3CCS(=O)(=O)C3)CC2)c1C (stereo not given)	-2	0.4	.	6	-1	2	16	-2	1	0.0	3
26	COC(=O)CN1C(=O)NC2(CCCc3ccccc32)C1=O (stereo not given)	-2	0.9	0	-5	-8	-1	-29	-3	-1	-0.1	-3
27	CCOC(=O)c1cc2c(=O)n3ccccc3nc2n(Cc2ccc(Cl)cc2)c1=N	-1	-0.6	8	-2	-3	-1	.	-5	-2	-0.5	-4
28	O=S(=O)(Nc1ccc(-c2ccc3nncn3n2)cc1)c1ccccc1F	0	0.1	-1	7	-5	-1	129	-15	-2	0.0	0
29	CC(C)[C@@H](C(=O)N[C@@H](Cc1ccccc1)C(=O)O)N1C(=O)N2CCc3c([nH]c4ccccc34)[C@@]2(C)C1=O	.	-1.7	-5	1	-16	1	15	-9	0	0.2	-4
30	c1nc(N2CCC3(CC2)OCCO3)c2[nH]cnc2n1	-2	-0.1	7	2	-8	-6	8	-13	6	-0.4	-6
31	Cc1cc(C)n(CC(C)O)c(=O)c1C#N (stereo not given)	-1	0.3	-10	-17	5	1	8	-11	0	-1.9	-6
32	O=C(COC(=O)c1cc(-c2cccs2)nc2ccccc12)NC1CCS(=O)(=O)C1 (stereo not given)	1	0.1	-10	.	-27	2	.	7	3	-0.9	10
33	COc1ccc(Nc2nnc(Cc3ccccc3)c(=O)[nH]2)c(OC)c1	-1	2.0	-7	-6	-7	-1	7	-18	-5	-4.2	-1
34	COc1cccc(C(=O)NCCCn2ccnc2)c1	-3	-1.4	8	-2	-4	-2	.	0	2	-1.2	-3
35	O=C(CSc1nnnn1C1CC1)Nc1ccc(S(=O)(=O)N2CCOCC2)cc1	-1	-1.7	-7	1	1	-1	6	-14	0	1.0	-8
36	CCOc1ccc(-c2csc(NC(=O)c3ccc(S(=O)(=O)N4CCc5ccccc5C4)cc3)n2)cc1	-3	-0.6	-16	-1	5	-2	-12	-6	-6	0.3	-2
37	Cc1ccc(C)c(NS(=O)(=O)c2ccc(OCC(=O)NCc3ccccn3)cc2)c1	-9	-1.0	-7	-3	-19	-2	163	-11	2	-0.7	-12
38	O=C(CNCc1ccccc1)NCCCN1CCCC1=O	-2	0.0	-19	-8	-12	-2	7	-12	0	-3.1	-4
39	CC(=O)NCc1ccc(S(=O)(=O)N/N=C/c2ccccc2)cc1	-2	-0.3	-5	.	-6	-5	-18	-13	-1	0.3	0
40	COc1ccc(NC(=O)NCCc2ccc(Cl)cc2)cc1OC	1	0.0	-24	-3	-14	-5	31	-8	1	-1.5	-2
41	O=C(Cc1ccc(Br)cc1)OCC(=O)N1CCCCCC1	-2	-1.4	11	-1	4	0	0	-4	4	-1.6	2
42	COc1cc(CO)cc(-c2cc(CO)cc(OC)c2OC)c1OC	-1	1.8	-2	4	-2	-5	-16	-14	6	0.1	-4
43	O=C(CSc1nc2ccccc2c(=O)n1-c1ccc(F)cc1)NC1CCS(=O)(=O)C1 (stereo not given)	-1	-0.2	9	-5	-4	-3	.	3	-5	-1.8	-4
44	NC(=NCCc1c[nH]c2ccccc12)NC(=O)c1ccc(Cl)cc1	7	-2.4	-2	4	1	3	-7	4	5	81*	-3
45	CC(C)C[C@@H](CN)NC(=O)c1nc[nH]c1C(=O)N[C@@H](C)C(=O)CNC[C@H](C)NC(=O)c1nc[nH]c1C(=O)N[C@@H](Cc1ccccc1)C(=O)O	.	-5.9	6	0	-5	-2	.	-6	-4	-0.3	0
46	O=Cc1cnc(N2CCN(c3ccccc3)CC2)s1	0	4.6	-15	3	-5	-5	19	13	3	0.7	-6
47	CCCCCCCN1C2=NCCCN2c2ccccc21	-1	-2.5	-51	-1	-8	-1	4	-10	-3	-0.6	-14

Screening data: PubChem, several laboratories
